High-throughput results as filed in PubChem.
HT1080 IDH1KD tx = qHTS for induction of synthetic lethality in tumor cells producing 2HG: qHTS for the HT-1080-IDH1KD cell line. HT-1080 IDH1 knockdown viability, ATP luminescence, 48 h. Potency, µM (top dose mostly 46.1 µM), for the others: at the top dose activity, negative = toxicity, most hits filed as cytotoxic. hit rate 2% among 360,000;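 also: potency is read from the fitted curve at half-maximal effect; 0% = DMSO wells and -100% = cell-free medium wells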
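Viability of IDH1-knockdown HT-1080 fibrosarcoma cells was assessed by CellTiter-Glo after 48 h at 37 °C with titrated compound; concentration-effect curves were classified by fit quality and response size.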
DRD3 antagonist = qHTS of D3 Dopamine Receptor Antagonist: qHTS; max response, negative = inhibition, %; hit rate 2.5% among 360,000; AID 652054, 2013; D3R cells, DiscoveRx beta-arrestin luminescence, antagonist mode; hits give low values; in the data active = max response below about -50%; inconclusive = no clear call, values can overlap the other calls; also: % is scaled to controls: 0 for no effect and ±100 for the full control effect; mostly tested at two doses, the higher about 12 µM
Target sequence (P35462 whole entry, looked up): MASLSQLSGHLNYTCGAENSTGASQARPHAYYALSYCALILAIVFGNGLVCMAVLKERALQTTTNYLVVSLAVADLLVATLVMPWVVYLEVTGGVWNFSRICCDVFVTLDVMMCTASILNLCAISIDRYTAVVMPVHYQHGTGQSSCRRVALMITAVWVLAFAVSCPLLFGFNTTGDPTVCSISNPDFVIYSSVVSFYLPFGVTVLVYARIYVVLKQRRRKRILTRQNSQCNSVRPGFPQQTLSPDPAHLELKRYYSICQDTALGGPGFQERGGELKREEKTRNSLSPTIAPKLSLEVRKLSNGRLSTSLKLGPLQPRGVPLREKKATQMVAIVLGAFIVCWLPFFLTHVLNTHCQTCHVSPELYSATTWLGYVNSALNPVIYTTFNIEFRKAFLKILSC
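Cells plated overnight at 1500 cells/well, then exposed to library compounds with dopamine controls for 90 minutes at 37 degrees C. DiscoveRx reagent added for 30–60 minutes at room temperature; luminescence read, quantitative HTS format.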
KB-V1 MDR tox = qHTS assay for MDR1-selective chemotherapeutics: Primary screen using the drug-selected MDR subline cells KB-V1 | KB-V1 MDR cells viability, CellTiter-Glo, 72 h | Potency, µM (highest dose often 46.1 µM), for inactives: at the highest dose activity change, negative = cytotoxicity, actives largely listed as cytotoxic | hit rate 3.4% among 400,000; also: potency is read from the fitted curve at half-maximal effect; % is scaled to controls: 0 for no effect and ±100 for the full control effect; nearly all actives have a fitted effect of over 60% in size
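Cytotoxicity toward P-gp-expressing KB-V1 cells was determined as loss of CellTiter-Glo luminescence after 72 h at 37 degrees C. Compounds were tested in quantitative HTS format across a concentration range, with curves fitted to normalized data.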
IL1B secr inh = qHTS for Inhibitors of Inflammasome Signaling: IL-1-beta AlphaLISA Primary Screen | activity change, % at 57.5 µM | AID 743279, 2014 | hit rate 4.7% among 360,000 | THP-1 LPS/ATP IL-1B secretion, AlphaLISA, 16 h; hits give low values; in the data active = activity change below about -50%; inconclusive = mostly about -30% to -49%; also: % is scaled to controls: 0 for no effect and ±100 for the full control effect
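Secreted IL-1B measured by AlphaLISA bead assay after 16 h compound exposure of THP-1 cells; compounds (final up to 57.5 uM) added 1 h before LPS (250 ng/mL) and ATP (1.25 mM) stimulation; lower signal means less secretion.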
GLP1R ag = qHTS of GLP-1 Receptor Agonists; Glucagon-like peptide 1 receptor (Homo sapiens), P43220; HEK293 GLP-1R CRE-luciferase, luminescence, 4-6 h; cells express a hypersensitive GLP-1R form; Potency, µM (highest dose often 45.6 µM), for the others: top-dose activation, usual class: activators; hit rate 0.007% among 380,000; AID 624172, 2012; also: potency is read from the fitted curve at half-maximal effect; % of control where 0% means no effect
SW480 rereplic = A quantitative high throughput screen for small molecules that induce DNA re-replication in SW480 colon adenocarcinoma cells; SW480 DNA re-replication, Hoechst DNA content imaging, 48 h; Potency, µM (top dose mostly 46.1 µM), without a hit: at the highest dose re-replication activation, usual class: activators; hit rate 1.8% among 340,000; AID 624297, 2012; also: potency is read from the fitted curve at half-maximal effect; % of control where 0% means no effect; nearly all actives have a fitted effect of over 55% in size
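Image-based read-out: total Hoechst fluorescence of nuclei (405 nm excitation, 500-530 nm emission), with hits raising the fraction of high-intensity nuclei. SW480 colon cells incubated 48 hr with compounds at 37 C.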
KB-3-1 cytotox = qHTS assay for MDR1-selective chemotherapeutics: Primary screen using the parental adenocarcinoma cell KB-3-1. hit rate 1.4% among 400,000. AID 1347075, 2019. KB-3-1 viability, CellTiter-Glo ATP luminescence, 72 h. Potency, µM (titrated, usually from 46.1 µM), for the others: top-dose activity change, negative = cytotoxic, hits mostly cytotoxic; also: potency is read from the fitted curve at half-maximal effect; % is scaled to controls: 0 for no effect and ±100 for the full control effect; nearly all actives have a fitted effect of over 60% in size
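Parental KB-3-1 viability, qHTS format: 72 h compound exposure, 37 °C; CellTiter-Glo; media-only wells and DMSO plates as controls; concentration-effect fits on corrected data.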
HT1080NT lethal = qHTS for induction of synthetic lethality in tumor cells producing 2HG: qHTS for the HT-1080-NT fibrosarcoma cell line. HT-1080-NT fibrosarcoma viability, CellTiter-Glo ATP luminescence, 48 h. Potency, µM (highest dose often 46.1 µM), inactives show at the highest dose activity, negative = less viability, usual class: cytotoxic. hit rate 1.6% among 360,000;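 also: NT is the 2HG producing partner of a matched IDH1 knockdown line; potency is read from the fitted curve at half-maximal effect; 0% = DMSO-treated cells and -100% = media-only wells without cells; nearly all actives have a fitted effect of over 55% in size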
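HT-1080-NT; 750 cells/well; 5% FBS RPMI; 48 h compound, 37 degrees C; CellTiter-Glo luminescence; curve fitting and curve-class assignment.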
DRD3 agonist = qHTS of D3 Dopamine Receptor Agonist: qHTS; max activation, %; D(3) dopamine receptor (Homo sapiens), P35462; hit rate 0.58% among 410,000; D3R DiscoveRx beta-arrestin cells, luminescence, 90 min; in the data active = max activation above about 30%; also: 0% is about no effect; mostly tested at two doses, the higher about 12 µM
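Cells at 1500/well, incubated overnight, then treated with pinned compounds (dopamine as control) for 90 min at 37 degrees C. DiscoveRx reagent added for 30 - 60 minutes at room temperature; luminescence read.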
* hit, by the source's call; ? = inconclusive; . = no result given; [ ] = dose if it differs, or a comment. Unless noted, calls follow the shape of the dose curve; as a rule, active = well fitted curve in the direction sought with a large enough effect; inconclusive = small, poorly fitted or top-dose-only effect, or another doubt; inactive = no such curve, though single readings can be large; an effect the other way counts as inactive or inconclusive.

no.	structure	DRD3 agonist	HT1080 IDH1KD tx	DRD3 antagonist	GLP1R ag	IL1B secr inh	SW480 rereplic	HT1080NT lethal	KB-3-1 cytotox	KB-V1 MDR tox
1	O=C(COc1ccccc1[N+](=O)[O-])NCC1COc2ccccc2O1 (configuration not stated)	6	4%	24	15%	-4	-1%	6%	17%	0%
2	Cc1ccc(-c2nn(CC(N)=O)c(=O)c3ccccc23)cc1S(=O)(=O)N(C)C	-2	-12%	-10	-9%	-15	-14%	-2%	-8%	9%
3	COCCCNCCOc1ccc(C)cc1[N+](=O)[O-]	-18	3%	-84*	-2%	?	-1%	-6%	-2%	7%
4	Cc1ccc2c(c1)c1c(c(=O)n(-c3cccc(Cl)c3)c(=O)n1CC(=O)N1CCCC1)n2C	8	.	.	0%	.	.	.	8%	-9%
5	N#CC1=C2C=CC=CN2CC1=O	-1	6%	-12	-4%	44	-2%	8%	0%	1%
6	O=C(C[C@@H]1C/C=C\CC[C@H](Cc2ccc(F)cc2)C(=O)OC[C@@H]2CCCN2C1=O)N[C@H](CO)Cc1ccccc1	8	-2%	0	8%	-13	?	-3%	0%	0%
7	COc1ccc(N2CCN(CCCNC(=O)CCCn3c(=O)[nH]c4ccsc4c3=O)CC2)cc1	-2	-2%	-14	-9%	-1	-11%	-17%	0%	5%
8	O=C(c1ccccc1)N1CCN(Cc2c[nH]c3ccccc23)CC1	2	-1%	-85*	19%	-83*	3%	3%	-2%	1%
9	c1ccc2c(c1)nc(N1CCOCC1)c1c3ccccc3[nH]c21	9	-1%	10	-4%	-5	?	9%	8%	21µM*
10	Cc1csc2nc(SCC(=O)Nc3ccccc3F)[nH]c(=O)c12	-3	3%	-1	-1%	-27	2%	-1%	?	?
11	Cc1nn(C)c(C)c1CN(C)C(=O)CCCC(=O)O	-7	10%	?	-8%	-3	-3%	20%	1%	14%
12	CN1CC(=O)N(CC(=O)Nc2ccc(N3CCOCC3)cc2)C1=O	0	-11%	-2	3%	27	-1%	-1%	8%	-3%
13	COc1ccccc1CNCc1ccc(OC)c(OC)c1OC	-20	-8%	?	3%	-23	9%	-15%	0%	-9%
14	O=C(Nc1ccc(Br)cc1F)c1cc2nc(-c3ccco3)cc(C(F)(F)Cl)n2n1	7	.	.	-1%	.	.	.	5%	?
15	O=C(NC(=S)Nc1ccc2oc(=O)ccc2c1)c1cccc(F)c1	-1	-1%	0	-4%	-13	9%	12%	?	-10%
16	Cc1ccc(CNC(=O)Cn2cnc3cc([N+](=O)[O-])ccc3c2=O)cc1	3	-2%	0	-36%[inhibitor]	14	4%	-4%	13%	?
17	COCCSc1nc(N)c(NC(=O)c2ccc(OC)cc2)c(=O)[nH]1	4	3%	-2	-5%	5	-7%	4%	0%	9%
18	CC(=O)c1ccc(N(CC(=O)NC2CCCC2)C(=O)CNC(=O)c2cccs2)cc1	4	11%	11	10%	-14	-14%	?	?	3%
19	COc1ccc(/C=N/NC(N)=S)cc1OC(=O)c1ccccc1	1	4%	9	12%	13	?	-1%	-26%	?
20	Cc1cc(NC(=O)CCc2ccc(-c3ccccc3)o2)no1	-1	-8%	-11	1%	-14	-2%	16%	-7%	-3%

Quoted from the listing.
Cc1ccc(CNC(=O)Cn2cnc3cc([N+](=O)[O-])ccc3c2=O)cc1 | HT1080 IDH1KD tx = -2%
Cc1ccc(-c2nn(CC(N)=O)c(=O)c3ccccc23)cc1S(=O)(=O)N(C)C | SW480 rereplic = -14%

Next records:
no.	structure	DRD3 agonist	HT1080 IDH1KD tx	DRD3 antagonist	GLP1R ag	IL1B secr inh	SW480 rereplic	HT1080NT lethal	KB-3-1 cytotox	KB-V1 MDR tox
21	CCOC(=O)c1nn(-c2ccc(Cl)cc2)c2nc(Nc3ccccc3)cc(=O)n12	14	-7%	17	3%	24	-2%	0%	6%	0%
22	O=C(Cn1ccc2cc(S(=O)(=O)N3CCCC3)ccc21)NCc1ccco1	6	12%	-8	-5%	8	-20%	0%	0%	0%
23	COc1cccc(CNC(=O)c2ccc(CS(=O)(=O)Cc3ccc(C)cc3)o2)c1	6	0%	0	3%	39	5%	1%	-7%	-30%
24	CC1(c2nnc(-c3ccc(F)cc3)o2)CC(c2ccccc2)=NO1 (configuration not stated)	-6	-2%	0	1%	1	-21%	-3%	3%	0%

Entries 16 through 21 from above:
no.	structure	DRD3 agonist	HT1080 IDH1KD tx	DRD3 antagonist	GLP1R ag	IL1B secr inh	SW480 rereplic	HT1080NT lethal	KB-3-1 cytotox	KB-V1 MDR tox
16	Cc1ccc(CNC(=O)Cn2cnc3cc([N+](=O)[O-])ccc3c2=O)cc1	3	-2%	0	-36%[inhibitor]	14	4%	-4%	13%	?
17	COCCSc1nc(N)c(NC(=O)c2ccc(OC)cc2)c(=O)[nH]1	4	3%	-2	-5%	5	-7%	4%	0%	9%
18	CC(=O)c1ccc(N(CC(=O)NC2CCCC2)C(=O)CNC(=O)c2cccs2)cc1	4	11%	11	10%	-14	-14%	?	?	3%
19	COc1ccc(/C=N/NC(N)=S)cc1OC(=O)c1ccccc1	1	4%	9	12%	13	?	-1%	-26%	?
20	Cc1cc(NC(=O)CCc2ccc(-c3ccccc3)o2)no1	-1	-8%	-11	1%	-14	-2%	16%	-7%	-3%
21	CCOC(=O)c1nn(-c2ccc(Cl)cc2)c2nc(Nc3ccccc3)cc(=O)n12	14	-7%	17	3%	24	-2%	0%	6%	0%
